GDH-TPI counter: GDH-TPI coupling enzyme inhibitors, primary screen, artefact control for M. tuberculosis FBA inhibitor project, biochemical, absorbance, full deck. AID 588335, 2011. inhibition, % at 4.8 µM. 1.2% of 360,000 active. GDH-TPI coupled enzyme counterscreen, NADH absorbance; in the data active = inhibition above about 30%;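 note: 0% = DMSO wells and 100% = wells lacking the enzyme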
BioA inh: M. tuberculosis BioA enzyme inhibitors, primary screen, biochemical, plate reader, single point, HTS | purified M. tuberculosis BioA enzyme | inhibition, % at 9.99 µM | 0.096% of 360,000 active | AID 602481, 2012 | 7,8-diaminopelargonic acid synthase BioA (Mycobacterium tuberculosis); in the data active = inhibition above about 40%
FadD28 FP inh: inhibitors of FadD28 bisubstrate probe binding, primary screen, biochemical, fluorescence polarization, single point. Mycobacterium tuberculosis FadD28 fatty-acid-AMP ligase. inhibition, % at 12.5 µM. 0.22% of 360,000 active; in the data active = inhibition above about 8.5%, passing the limit was not always enough
Mtb FBA inh: Mtb FBA enzyme inhibitors, primary screen, biochemical, fluorescence, strain H37Rv. Fructose-bisphosphate aldolase (Mycobacterium tuberculosis (strain ATCC 25618 / H37Rv)), …. purified M. tuberculosis FBA, fluorescence read-out. inhibition, % at 1 µM. 2.3% of 360,000 active; in the data active = inhibition above about 27%;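 note: 0% = vehicle and 100% = reference inhibitor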
Target sequence (P9WQA3 whole entry, looked up): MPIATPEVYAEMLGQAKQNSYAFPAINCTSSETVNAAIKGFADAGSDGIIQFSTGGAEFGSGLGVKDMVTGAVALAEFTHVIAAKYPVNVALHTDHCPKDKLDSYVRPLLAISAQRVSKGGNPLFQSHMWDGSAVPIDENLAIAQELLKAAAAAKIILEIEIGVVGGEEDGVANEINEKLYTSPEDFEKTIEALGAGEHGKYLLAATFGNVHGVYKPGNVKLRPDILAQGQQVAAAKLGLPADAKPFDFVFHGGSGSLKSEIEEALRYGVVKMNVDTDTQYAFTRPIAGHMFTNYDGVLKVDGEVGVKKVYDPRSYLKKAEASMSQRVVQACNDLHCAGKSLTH
PfHsp40 rescue: rescue of yeast from PfHsp40 toxicity, primary screen, S. cerevisiae, ATP luminescence; S. cerevisiae expressing PfHsp40, growth rescue; growth rescue, % at 12.5 µM; 0.68% of 340,000 active; AID 504582, 2011; in the data active = growth rescue above about 28%, passing the limit was not always enough;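 note: yeast W303a lacking pdr1 and pdr3 grown in galactose medium; growth measured after three days at 30 °C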
TcdB GH inh: TcdB glycohydrolase inhibitors, primary screen, biochemical, single point, plate reader | Toxin B (Clostridioides difficile), P18177 | TcdB glycohydrolase enzymatic assay | inhibition, % at 9.99 µM | 0.24% of 350,000 active | AID 652162, 2013; in the data active = inhibition above about 10%
Y pestis TopoI: Yersinia pestis topoisomerase I inhibitors, primary screen, biochemical, cleavage product accumulation, plate reader, single point | Y. pestis Topo-I cleavage product accumulation | activity, % at 10 µM | 0.064% of 360,000 active; in the data active = activity above about 50%, passing the limit was not always enough; note: inactives centre near 2
Vc quorum ag: inducers of Vibrio cholerae quorum light production without autoinducers, primary screen, BH1578 luxS cqsA deficient, single point | V. cholerae BH1578 lux reporter, luminescence, 6 h | activation, % at 18.7 µM | 0.16% of 350,000 active | AID 588436, 2011; in the data active = activation mostly above about 9.7%, no sharp cut-off; note: not every result past the cut was called active; inactives centre near 0; reference of the scale not given here
Mtb UGM inh: M. tuberculosis UGM enzyme inhibitors, primary screen, biochemical, fluorescence polarization, single point; UDP-galactopyranose mutase (Mycobacterium tuberculosis (strain ATCC 25618 / H37Rv)), …; purified UGM, fluorescence polarization probe displacement; inhibition, % at 10 µM; 0.06% of 320,000 active; AID 504406, 2011; in the data active = inhibition above about 10%, passing the limit was not always enough
Target sequence (P9WIQ1 whole entry, looked up): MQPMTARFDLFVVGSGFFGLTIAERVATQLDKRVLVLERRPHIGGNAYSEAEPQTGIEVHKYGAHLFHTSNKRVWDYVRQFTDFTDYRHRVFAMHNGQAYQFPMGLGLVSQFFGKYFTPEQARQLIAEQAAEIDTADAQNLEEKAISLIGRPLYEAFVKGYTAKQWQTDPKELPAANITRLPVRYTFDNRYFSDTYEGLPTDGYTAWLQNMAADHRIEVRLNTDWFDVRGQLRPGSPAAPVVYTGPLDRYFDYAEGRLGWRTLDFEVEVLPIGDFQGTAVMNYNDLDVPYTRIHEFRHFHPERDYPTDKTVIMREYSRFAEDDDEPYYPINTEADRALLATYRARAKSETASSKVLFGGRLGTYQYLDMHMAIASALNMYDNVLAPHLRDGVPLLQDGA
The depositor's hits bear a star; i = inactive; x = not tested or not shown.

SMILES,Mtb UGM inh,PfHsp40 rescue,Mtb FBA inh,Vc quorum ag,FadD28 FP inh,Y pestis TopoI,TcdB GH inh,BioA inh,GDH-TPI counter
O=C(Nc1ccnn1C1CCN(Cc2ccccc2)CC1)C1CCOC1 (stereo unspecified),-1.8,-1.1,0,i,x,4,-0.5,-1.5,2
Cc1nc(CN2CCN(C(=O)CCc3nnc(Cc4c[nH]c5ccccc45)o3)CC2)cs1,2.5,0.5,0,-0.5,-2.6,11,x,-1.5,-3
O=C(O)CNC(=O)/C(=C/c1ccco1)NC(=O)/C=C/c1ccccc1,2.5,-1.2,-3,-0.1,-4.1,2,x,x,4
O=C(CN1CCN(C(=O)C2CCCO2)CC1)Nc1ccc(Cl)cc1 (stereo unspecified),-3.1,0.4,-1,-0.4,-2.7,-5,0.8,-0.4,2
Cc1cccc(S(=O)(=O)N(CC(=O)Nc2ccccc2C)Cc2ccco2)c1,2.2,1.0,8,-9.8,-0.3,23,x,x,6
C=CCN1C2=NCCCN2c2ccccc21,0.4,-1.4,0,i,-0.6,0,0.4,-3.3,0
C=CCc1cccc(/C=N/NC(=O)CCC(=O)Nc2ccc(C)cc2)c1O,2.3,-0.4,-3,i,-5.2,11,x,-1.3,-5
Cc1ccsc1/C=N\NC(=O)c1n[nH]c2c1CCC2,1.2,-0.1,0,i,-3.0,3,x,-0.7,16
Cc1ccc(OCC(=O)Nc2ccc(S(=O)(=O)N3CCN(C)CC3)cc2)cc1,0.1,-0.1,-9,6.7,-5.1,2,x,-1.0,-5
S=C(NC1CCCC1)N1CCN(c2ncccn2)CC1,0.1,1.0,-4,-0.2,0.9,-1,-0.2,x,-2

A second format for part of the listing above.
Fields – Mtb UGM inh	PfHsp40 rescue	Mtb FBA inh	Vc quorum ag	FadD28 FP inh	Y pestis TopoI	TcdB GH inh	BioA inh	GDH-TPI counter
Cc1cccc(S(=O)(=O)N(CC(=O)Nc2ccccc2C)Cc2ccco2)c1
    2.2	1.0	8	-9.8	-0.3	23	x	x	6
C=CCN1C2=NCCCN2c2ccccc21
    0.4	-1.4	0	i	-0.6	0	0.4	-3.3	0
C=CCc1cccc(/C=N/NC(=O)CCC(=O)Nc2ccc(C)cc2)c1O
    2.3	-0.4	-3	i	-5.2	11	x	-1.3	-5

More entries follow:
SMILES,Mtb UGM inh,PfHsp40 rescue,Mtb FBA inh,Vc quorum ag,FadD28 FP inh,Y pestis TopoI,TcdB GH inh,BioA inh,GDH-TPI counter
CC(=O)NC12CC3CC(C)(C1)CC(NC(C)=O)(C3)C2,-1.9,-0.8,0,i,-0.8,4,0.8,1.6,4
CCCCOc1ccc(Nc2nc(C)cc(C)c2C#N)cc1,-1.0,0.0,-3,i,0.5,-2,x,-1.8,4
CC1CCN(c2oc(-c3ccc(F)cc3)nc2C#N)CC1,0.9,6.5,97*,-0.6,-3.0,35,0.1,2.5,9
O=c1cc(N2CCc3ccccc32)[nH]c(=O)n1Cc1ccc(F)cc1,4.1,-1.0,6,i,1.4,-9,0.3,-1.2,0
Cn1cc(-c2ccccc2C(N)=O)c(=O)c2cc(Cl)ccc21,1.2,-0.3,17,i,0.2,-6,2.4,4.5,15
CC[C@]12c3[nH]c4ccc(Cl)cc4c3CCN1C(=O)[C@@H](CC(=O)NCCCN(C)C)C[C@@H]2C(=O)N1CCN(C(=O)c2ccco2)CC1,x,-0.1,3,i,-1.3,-13,1.6,7.1,10
CN(c1ccc(Cl)cc1)c1cc(=O)n(C)c2ccccc12,-1.7,1.2,7,i,-2.7,33,x,17,18
S=c1nc2[nH]c3ccccc3c2n[nH]1,x,0.1,-1,-0.8,-2.7,-5,0.1,0.7,5
O=C(N/N=C1\CCS(=O)(=O)c2ccc(F)cc21)c1ccc([N+](=O)[O-])cc1,5.9,0.8,-3,i,-2.7,-8,1.1,0.5,17
CCn1cc(C(=O)N[C@@H](CCSC)C(=O)NCCN2CCOCC2)c(=O)c2cc3c(cc21)OCO3,0.2,0.6,9,i,-2.2,0,0.9,-2.0,4

Taken from above.
Y pestis TopoI with CCn1cc(C(=O)N[C@@H](CCSC)C(=O)NCCN2CCOCC2)c(=O)c2cc3c(cc21)OCO3 stands at 0
GDH-TPI counter with CN(c1ccc(Cl)cc1)c1cc(=O)n(C)c2ccccc12 stands at 18
GDH-TPI counter with O=C(N/N=C1\CCS(=O)(=O)c2ccc(F)cc21)c1ccc([N+](=O)[O-])cc1 stands at 17
TcdB GH inh with CC[C@]12c3[nH]c4ccc(Cl)cc4c3CCN1C(=O)[C@@H](CC(=O)NCCCN(C)C)C[C@@H]2C(=O)N1CCN(C(=O)c2ccco2)CC1 stands at 1.6

Other compounds
SMILES,Mtb UGM inh,PfHsp40 rescue,Mtb FBA inh,Vc quorum ag,FadD28 FP inh,Y pestis TopoI,TcdB GH inh,BioA inh,GDH-TPI counter
CC(C)CNC(=O)C1(C)CCCN1C(=O)c1cccnc1Oc1ccccc1 (stereo unspecified),x,x,-1,5.0,-2.8,5,2.4,-0.2,-9
COc1ccc(NC(=O)CN2C(=O)NC(C)(c3ccccc3)C2=O)cn1 (stereo unspecified),x,x,1,i,-3.3,-9,0.4,-2.3,-6
O=C(CSc1nnc(CN2CCCC2)n1-c1ccc(F)cc1)c1ccc2c(c1)OCO2,x,0.9,-3,i,-0.7,17,0.0,-1.1,5
CC(=O)C1=C(C)NC(=O)CC1c1ccc(Br)cc1 (stereo unspecified),-3.0,0.3,-4,i,-1.8,4,1.7,x,1
CC1CCN(S(=O)(=O)CCNC(=O)c2ccc(F)cc2)CC1,1.0,0.2,0,i,-2.3,-8,1.6,0.0,0
O=C(NCc1cccnc1)c1noc2c1CCCC2,-0.4,-0.3,2,i,0.2,-3,0.1,-0.7,1
Cc1cccc(NC(=O)c2cc(Cl)nc3ccccc23)c1,1.1,-0.5,-4,i,-2.0,5,x,-5.4,-3
Cc1cc2n(n1)C(c1ccc3c(c1)OCO3)Nc1ccccc1-2 (stereo unspecified),-0.4,0.1,9,i,-2.9,-1,x,0.9,-1
COc1cc(/C=N/NC(=O)COc2ccccc2C)ccc1OC(=O)c1cccs1,4.0,0.8,3,-3.0,-4.3,25,x,0.6,-1
COCCCNC(=O)c1ccc2nc([C@@H]3O[C@H](CO)[C@H](O)[C@H](O)[C@H]3O)[nH]c2c1,x,x,-1,i,-3.5,-4,-11,0.8,-2
CC1(C)Oc2cc3oc(=O)ccc3c3c2C2C1CCC(C)(O3)C2O (stereo unspecified),x,x,29*,-0.5,-2.3,1,3.2,-1.3,19
CC(C)NS(=O)(=O)c1ccc(OCC(=O)Nc2cccc(F)c2)cc1,0.8,-1.7,-4,i,-2.0,11,1.4,8.7,-12
O=[N+]([O-])c1ccc(N2CCC(O)CC2)nc1,0.2,-0.5,-3,i,-2.0,-2,0.3,x,12
CCc1nc(Nc2ccc(OC)cc2OC)c2oc3ccccc3c2n1,1.1,-1.5,18,-0.5,0.0,24,1.8,-1.2,12
CCCc1cc(=O)oc2cc(OCC(=O)NC(Cc3c[nH]c4ccc(O)cc34)C(=O)O)c(Cl)cc12 (stereo unspecified),1.4,0.9,1,-0.4,-1.2,-1,-1.2,0.2,0
COc1ccc(NC(=O)CN(C)C(=O)Cn2c(=O)oc3ccccc32)cc1,-2.4,-0.3,2,i,-1.6,-1,1.7,x,4
Cc1ccc(C)c(S(=O)(=O)N2CCCC2CNC(=O)c2ccc([N+](=O)[O-])cc2)c1 (stereo unspecified),-0.5,0.4,1,-0.7,-1.6,24,1.0,x,-4
O=[N+]([O-])c1ccc(COn2nnc3ccccc32)cc1,-0.7,0.7,-5,i,-3.1,1,-0.1,x,1
C=C1CCN(c2ccc(C(=O)NCCC)cc2[N+](=O)[O-])CC1,2.8,5.5,-3,i,-2.4,-4,2.3,0.5,3
NNc1nc(-c2ccccc2)c2cc(Cl)ccc2n1,-3.9,1.3,0,i,-2.8,9,-3.4,x,15
COc1ccc(Br)cc1CNCC1CCCO1 (stereo unspecified),-0.5,-0.9,0,-0.9,-3.7,4,0.4,0.3,8
CCc1ccc(NC(=S)Nc2ccc3cn[nH]c3c2)cc1,-1.9,2.8,7,-0.2,1.0,1,0.5,x,2
COc1ccc(CCNC(=S)NC2CCN(Cc3ccccc3)CC2)cc1OC,1.1,-0.2,1,0.5,-0.5,-1,2.0,x,12
COC(=O)c1c(NC(C)=O)sc(C(=O)Nc2ccccc2OC)c1C,-0.2,-0.4,0,-1.2,-2.8,12,0.4,x,9
O=C(NCC(c1ccco1)N1CCN(c2ccc(F)cc2)CC1)C1CCCCC1 (stereo unspecified),2.0,-1.0,-1,i,-0.6,-9,2.0,3.3,-7
O=C(NCCc1nnc2ccc(NCc3ccc(F)cc3)nn12)c1ccccc1,-0.2,-0.1,4,0.7,-2.3,5,1.1,x,0
COc1cccc(N2C(=O)CC(Nc3ccc(N4CCOCC4)cc3)C2=O)c1 (stereo unspecified),1.6,3.6,-2,-0.4,-2.8,-2,x,-1.0,2
COc1ccc(-c2cn[nH]c2-c2ccc(OCc3ccc([N+](=O)[O-])cc3)cc2O)cc1,2.3,0.3,-4,-0.3,-3.3,1,-0.3,x,-7
Cc1cc(N2CC(C)OC(C)C2)nc(C(C)C)n1 (stereo unspecified),-1.5,-0.7,3,i,-1.7,-1,-1.0,x,4
CCOC(=O)c1ccc(NC(=S)NNC(=O)c2cc(-c3cccnc3)nc3ccccc23)cc1,3.8,154*,-1,i,-1.5,7,1.4,3.8,22
COc1cc(NC(=O)CN(C)S(=O)(=O)c2cccs2)cc(OC)c1,1.0,0.8,4,-2.5,-2.7,1,1.4,3.0,7
O=C(Cc1cccc2ccccc12)NCC(=O)N1CCN(CC(=O)Nc2ccc(F)cc2)CC1,x,x,6,-0.8,-1.4,8,0.5,0.8,13
CC(C)CC(NC(=O)C1CCCCC1)C(=O)NC(C)c1ccccc1 (stereo unspecified),0.5,-0.1,-3,i,x,0,0.3,-1.7,8
COc1cccc(-n2cnnc2SC(C)C(=O)NC2CCCC2)c1 (stereo unspecified),-1.8,-0.3,0,i,-2.1,-3,1.4,0.0,17
Cc1cccc2sc(NC(=O)c3ccc(NS(=O)(=O)c4cccs4)cc3)nc12,-0.4,-0.6,8,i,-0.8,-6,x,-1.8,32*
Cc1ccc(CCNC(=O)c2cccc(NC3=NC4CS(=O)(=O)CC4S3)c2)cc1 (stereo unspecified),-2.8,-0.1,0,-0.4,-1.1,3,1.8,0.3,-8
COC(=O)c1sccc1NC(=S)N1C(C)CCCC1C (stereo unspecified),1.9,-1.2,2,3.6,-2.8,7,0.3,x,5
CC1CCN(C(C)C(=O)Nc2ccc(S(=O)(=O)N3CCCC3)cc2)CC1 (stereo unspecified),x,0.7,2,-0.5,1.7,10,-3.5,-1.1,11
Cc1cc(C[n+]2ccsc2N)c2ncccc2c1,-0.9,-0.3,0,-0.5,-1.5,-4,1.2,1.8,8
COc1cccc(/C=N/N(C)C2=NS(=O)(=O)c3ccccc32)c1O,-0.5,-0.4,4,1.2,-1.9,6,-0.4,-0.7,-3
COc1ccc(NC(=O)CC2C(=O)Nc3ccccc3N2CC(=O)N2CCCC2)cc1 (stereo unspecified),0.7,-0.8,2,i,-3.3,9,0.9,x,0
O=[N+]([O-])c1cccc(CNC2CCCCCC2)c1,1.8,0.0,0,i,3.1,5,-2.2,0.2,15
O=C(Nc1ccc2c(c1)OCCO2)c1ccco1,0.3,-0.1,-1,i,-4.3,11,-0.4,-2.7,7
O=C(Nc1ccccc1C(F)(F)F)c1ccsc1,-1.3,-1.7,-1,1.5,0.2,3,1.1,x,-4

Compounds as they come; any-hit rate near 4.6%.
